Autophagy HCS: autophagy modulators in MEF cells, primary screen, imaging, high-content, MEF GFP-LC3. MEF GFP-LC3 puncta imaging; test concentration mostly 10 µM. calls only at 10 µM (by protocol). 0.98% of 190,000 active;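 active means percentage of spot-positive cells more than 3 SD above its plate mean, without a fluorescence outlier flag or 80% toxicity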;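 further: spot-positive cell cutoff set from DMSO-treated cells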
Ins promoter up: insulin promoter activators in MIN6 cells, imaging, high-content screening, mouse beta cells; MIN6 insulin promoter-GFP reporter; hits give high values; z-score at 5 µM; 0.3% of 190,000 active; AID 1625, 2009;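 active means z-score above 3 at 5 µM with at least 500 cells counted in the well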
CSM14.1 death rescue: rescue of cells from ER stress-induced death, primary screen, 384-well, CSM14.1, thapsigargin, ATP luminescence (AID 1222) | CSM14.1 thapsigargin-induced death rescue, ATP luminescence; higher % means a stronger effect | cellular ATP content (survival), % at 20 µM; hits with a dose series show EC50 in µM | 190,000 tested, under 10 active;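 active means EC50 below 50 µM in the dose-response confirmation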;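 further: death triggered by thapsigargin at about 15 µM added after 2 h compound pretreatment; cell ATP read after overnight thapsigargin exposure of roughly 18 to 22 hours; normalized against plate controls of thapsigargin alone and 5% DMSO vehicle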
MT stabilize HCS: microtubule stabilizers in HeLa cells, primary screen, imaging, high-content imaging; % tubulin-high responders, % at 10 µM; HeLa tubulin immunostaining HCS, 24 h; share of cells brighter than vehicle mean+2SD; 0.83% of 200,000 active;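 active means plate Z-score above 3 for both tubulin-high and condensed-nucleus cell shares, with cell loss under 80%, at 10 µM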;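 further: anti alpha tubulin signal scored within the nucleus-defined area of each cell; some results filed as inactive read as strong as hits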
bCat nuc transl: modulators of beta-catenin nuclear translocation, primary screen, imaging, HeLa cells, immunofluorescence, high-content | 0.3% of 190,000 active | nuclear translocation activity, % at 5 µM | AID 1665, 2009;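 active means nuclear translocation activity above 50% at 5 µM, with a well cell count of 50 or more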;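 further: per-cell ratio of nuclear to cytoplasmic median beta-catenin stain intensity; plate controls were DMSO negative control for no effect and GSK-3 inhibitor IX positive control for full effect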
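Test system: HeLa cells, endogenous beta-catenin; Compound: single 5 µM dose plus 0.02–20 µM confirmation series; Times: compound exposure 24 h at 37°C; Signal: fluorescence imaging of beta-catenin antibody stain plus DAPI; Read-out: % activation, nuclear-to-cytoplasmic median beta-catenin signal ratio per cell.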
T cell HTS: modulators of CD8 T cell-vesicle binding, primary screen, mouse 2C CD8+ T cells, flow cytometry; 2C CD8+ T cell-vesicle binding; hits give low values; AID 2052, 2009; 0.068% of 330,000 active; calls only at 7 µM;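 active means response, share of CD8 T cells binding vesicles, and their 90th percentile fluorescence all below set limits, cut at about 80% in these data, passing the limit was not always enough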
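incubation = binding step 1.5 h, 37 °C, antibody labelling 20 min, ice | test system = 2C mouse CD8+ T cells | read-out basis = percent CD8+ FL2 mean versus row control | controls = Peptide-free naked vesicles (low) and QL9 vesicles with 0.7% DMSO vehicle (high) | detection = flow cytometry of vesicle-bound cells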
Lipid droplet: inhibitors of hepatocyte lipid droplet formation, primary screen, imaging, high-throughput imaging, BODIPY stain | AML12 mouse hepatocytes, oleate lipid droplets | inhibition, % at 6.5 µM | 0.4% of 240,000 active;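 active means lipid droplet intensity inhibited by at least 50%, with more than 500 cells counted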
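Assay system: AML12 mouse liver cells | Compound: 6.5 µM single-point dosing | Schedule: Overnight exposure | Technique: Fluorescence imaging, 20x objective, two fields per well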
Salmonella PhoP GFP: inhibitors of PhoP regulon expression, primary screen, Salmonella Typhimurium, GFP reporter (AID 1863). inhibition, % at 50 µM, or IC50 in µM where a hit was titrated. 0.16% of 300,000 active. S. Typhimurium PhoP-regulated promoter GFP reporter, 4 h; higher % means a stronger effect;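 active means inhibition over 29.93%, a cutoff 3 SD above the screen mean, later confirmed by dose response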;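 further: 0% = low Mg2+ inducing control and 100% = high Mg2+ repressing control; strong numbers were not always called active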
Dynein cargo inh: inhibitors of GR-EGFP nuclear translocation, primary screen, dynein cargo transport inhibitor project, imaging, high-content, 3617.4 mouse cells; test concentration mostly 20 µM; stimulated with dexamethasone, 1 µM; hits give low values; z-score, hits read low; 0.47% of 220,000 active; AID 1381, 2008;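 active means plate z-score of nuclear minus cytoplasmic receptor signal below a set negative limit, without overly bright fluorescence or cell loss, cut at about -3.5 in these data, passing the limit was not always enough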;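 further: z-score of nuclear minus cytoplasmic ring GR-EGFP intensity difference per well; some compounds called inactive have numbers as strong as hits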
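Buffer or medium: tet-free medium with charcoal-stripped serum / Also added: dexamethasone agonist, 1.0 µM final, for 30 min / Timing: induction 48 h, compound 1 h, agonist 30 min / Measured by: high-content fluorescence imaging after fixation / Read-out: nuclear-to-cytoplasmic GR-EGFP distribution per well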
Dynein cargo inh cytoplasmic EGFP: also measured in Dynein cargo inh; calls as there; z-score; measured here: cytoplasmic GR-EGFP intensity; hits give high values
Dynein cargo inh nuclear GR-EGFP: second read-out of Dynein cargo inh, no call of its own (marks repeat the call); z-score; measured here: nuclear GR-EGFP intensity;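 lower value marks the stronger effect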
Dynein cargo inh cell count: also measured in Dynein cargo inh; calls as there; z-score; measured here: cell count per field
Ins promoter up cell count: second read-out of Ins promoter up, no call of its own (marks repeat the call); cell count; measured here: cytotoxicity, nuclei count;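 total cells summed across four imaged fields per well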
Lipid droplet cells 6.5 µM: further read-out of Lipid droplet, marked with its call; cell count; measured here: cell count, cytotoxicity flag;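 cells counted across two imaged fields per well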
bCat nuc transl cell count 5 µM: recorded beside bCat nuc transl, whose call it bears; cell count; measured here: cell count, cytotoxicity flag
T cell HTS vesicle-bound %: further read-out of T cell HTS, marked with its call; double positive events, %; measured here: CD8+ vesicle-bound cell fraction;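 binding gate set so that unloaded-vesicle control wells show 10% double positive cells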
MT stabilize HCS Hoechst-high %: further read-out of MT stabilize HCS, marked with its call; % Hoechst-high responders; measured here: nuclear condensation Hoechst responders;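 share of cells brighter than vehicle mean plus two SD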
MT stabilize HCS cytotoxicity %: second read-out of MT stabilize HCS, no call of its own (marks repeat the call); toxicity, %; measured here: cytotoxicity by cell density;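 0% = mean cell density of plate MIN control wells and 100% = no cells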
Autophagy HCS cell loss 18 h: recorded beside Autophagy HCS, whose call it bears; toxicity, %; measured here: cell loss, nuclei count;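 cell loss after 18 h compound exposure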
Starred values were filed as active, the others as inactive; i = inactive; / = not tested or not shown.

SMILES	Autophagy HCS	Autophagy HCS cell loss 18 h	Ins promoter up	Ins promoter up cell count	CSM14.1 death rescue	MT stabilize HCS	MT stabilize HCS Hoechst-high %	MT stabilize HCS cytotoxicity %	bCat nuc transl	bCat nuc transl cell count 5 µM	T cell HTS	T cell HTS vesicle-bound %	Lipid droplet	Lipid droplet cells 6.5 µM	Salmonella PhoP GFP	Dynein cargo inh	Dynein cargo inh cytoplasmic EGFP	Dynein cargo inh nuclear GR-EGFP	Dynein cargo inh cell count
COc1ccc(Br)cc1C1CC(=O)N2CN(C)CSC2=C1C#N (stereo unspecified)	i	27.4	-0.19	1045	-1.8%	2.6	2.2	3.5	/	/	i	37.6	/	/	1.0%	-0.0418	-0.0533	0.0795	0.0563
O=C(CCc1nc(-c2ccccc2)no1)NCCc1ccccc1	i	1.0	/	/	6.5%	2.3	2.4	3.8	/	/	i	44.4	/	/	-4.7%	1.1	-0.0695	0.466	0.0233
CCOc1ccc2nc(SCC(=O)NC(=O)C(C)C)sc2c1	i	3.7	-0.23	1203	-0.1%	3.5	2.1	9.1	0.7	1091	/	/	20.2	664	-13.3%	0.51	-0.345	0.189	-0.306
Cc1cc(C)n2c(SCc3nnc(-c4cccs4)o3)nnc2n1	i	11.3	1.02	1312	0.5%	5.8	2.2	9.2	-1.8	1149	i	42.3	-20.1	676	-2.1%	1.9	-0.32	1.18	-0.148
Cc1cc2ccccc2c(=O)n1CC(=O)NCC(=O)N1CCCC(C)C1 (stereo unspecified)	i	-2.0	0.95	973	0.4%	1.4	2.8	16.6	/	/	i	17.1	-5.3	750	-3.5%	-0.732	-0.121	-0.347	0.242
COc1ccc(NC(=O)COc2ccc(C(=O)OCC(=O)N(C)C3CCS(=O)(=O)C3)cc2OC)cc1 (stereo unspecified)	i	-15.6	0.28	1317	1.2%	2.9	3.9	9.0	-3.5	1025	i	31.1	-5.9	687	-6.2%	0.177	-0.268	0.516	-0.395
COc1ccccc1NC(=O)Nc1nn(C)c2cccc(OC)c12	/	/	-0.8	1380	/	/	/	/	-3.3	1140	i	14.8	-6.4	741	0.5%	0.0411	-0.266	-0.113	0.631
Cn1c(=O)oc2cc(S(=O)(=O)Nc3cccc4c3CCCC4)ccc21	i	15.8	0.27	978	1.2%	4.0	1.7	0.2	2.5	836	i	26.9	/	/	-5.4%	2.42	1.19	1.95	-1.4
S=c1[nH]nc(-c2ccccn2)n1/N=C/c1ccc(Cl)c(Cl)c1	/	/	-1.47	988	/	/	/	/	-2.8	1236	i	45.6	-10.8	700	-8.2%	-0.177	-0.293	-0.109	0.282
Cc1ccc(S(=O)(=O)Nc2nncs2)cc1	i	6.6	0.35	1617	-1.1%	2.4	1.6	6.6	2.5	1426	i	57.3	/	/	-8.9%	1.25	-0.177	0.83	-1.43
Cc1ccc(Cl)c(OCCCN(C)Cc2ccccc2)c1	/	/	-0.32	924	/	/	/	/	1.4	1304	i	10.2	8.0	632	7.9%	0.85	-0.726	0.119	-0.789
CCCn1c(SCC(=O)OCc2ccccc2)nc2c1c(=O)n(C)c(=O)n2C	i	-12.5	1.11	1229	-1.3%	5.2	2.2	7.5	-1.8	864	i	55.2	/	/	-3.2%	1.5	-0.0292	1.36	-1.9
Cc1ccc(-c2nc3cnccn3c2Nc2ccc3c(c2)OCO3)o1	i	10.4	-0.94	1953	/	2.6	3.0	11.1	2.1	1124	i	5.7	-4.9	626	5.1%	0.57	-0.0599	0.666	-0.583
c1ccc(NC2=Nc3ccccc3CS2)cc1	i	-3.8	-0.03	1186	-1.8%	1.0	2.0	8.4	0.6	935	i	37.5	/	/	-16.0%	-0.997	-0.161	-0.543	0.767
COc1cccc2c1OCC(C(=O)NCc1ccc(Cl)cc1Cl)=C2	i	-12.4	1.23	1842	0.7%	3.4	1.6	6.4	-1.6	1066	i	28.8	17.5	715	5.9%	-1.04	-0.0744	-0.79	1.3
N#Cc1c(NC(=O)CSc2nc(-c3ccccc3)cc(C(F)(F)F)n2)sc2c1CCC2	i	-1.1	0.27	1339	0.2%	2.5	0.9	3.0	-1.0	915	i	9.8	-9.1	671	1.5%	0.0296	-0.00957	0.283	-0.523
CCN(CC)CCCNc1nc2cc(OC)c(OC)cc2c2nc(-c3cccnc3)nn12	i	2.6	-3.38	673	1.7%	0.4	1.0	4.3	-1.3	1098	i	19.0	3.3	726	-0.4%	0.192	-0.294	0.161	1.14
O=C(Nn1c(-c2ccncc2)nc2ccccc2c1=O)c1ccccc1Br	i	2.6	-0.04	1222	-0.2%	4.8	2.3	8.1	-1.3	1070	i	54.7	4.2	684	7.7%	-0.041	-0.237	0.436	0.664
CCc1ccc(NC(=O)CSc2ccc(-c3ccco3)nn2)cc1	i	11.7	-0.68	1242	4.5%	2.8	2.6	10.1	0.4	1119	i	59.3	12.7	691	-0.7%	0.0617	-0.0763	-0.0121	0.453
O=C(Cn1c(-c2ccccc2)c[n+]2ccsc12)c1ccccc1	i	3.3	-1.15	812	0.5%	9.2	0.9	5.4	1.5	1095	i	29.7	8.6	652	1.7%	-0.088	-0.265	-0.0637	0.0797
N/C(CS(=O)(=O)c1ccccn1)=N\OC(=O)c1ccc(Cl)cc1	/	/	-0.11	1338	/	/	/	/	-0.3	1299	i	47.4	-0.5	728	-8.8%	-0.00637	-0.0455	-0.259	0.237
COc1ccc(N2C3=C(CC4=C2CCCC4=O)C(=O)CCC3)cc1	i	-3.2	/	/	1.8%	2.7	2.3	5.7	-2.0	1229	i	32.8	-31.2	746	5.8%	-0.407	-0.148	0.0534	0.436
O=C(COc1ccccc1Cl)Nc1cc(Cl)ccc1O	i	2.5	-0.34	1323	-1.0%	3.3	1.5	4.0	3.9	1213	/	/	1.7	710	-3.3%	0.193	0.322	0.118	-1.03
Cc1ccc(S(=O)(=O)N(C)CC(=O)OCC(=O)NC(=O)Nc2ccc3c(c2)OCCO3)cc1	i	7.7	0.23	1385	-5.8%	2.7	2.6	2.9	0.0	950	i	44.1	20.9	590	-1.4%	0.128	-0.097	0.255	-0.145
CCOC(=O)C(=Cc1c[nH]c2ccc(S(=O)(=O)N(C)C)cc12)C(=O)OCC	/	/	-0.21	1059	/	/	/	/	0.7	1308	i	46.1	-1.2	642	-7.4%	-4.71*	1.05*	-2.2*	0.246*
NC1=NC[C@H](Cc2ccc(O)cc2)N1CC1CCCCC1	/	/	-0.44	1031	/	/	/	/	1.1	1314	i	40.5	2.5	713	3.1%	0.0584	-0.745	0.139	0.516
Cc1cc(NC(=O)COC(=O)c2cccc(S(=O)(=O)N(C)C3CCCCC3)c2)no1	/	/	0.49	769	/	/	/	/	-0.2	1438	i	47.8	19.4	686	/	2.85	-0.531	1.42	-2.01
CCN(CC)c1ccc2oc(=O)c(C)nc2c1	i	-6.0	0.56	1127	/	2.1	2.0	5.3	0.6	885	i	23.5	1.1	689	-25.4%	-4.98*	1.35*	-2.69*	0.102*
Cc1ccc(-n2nnc3c(=O)n(Cc4cc(C)ccc4C)cnc32)cc1	i	-9.5	0.34	1139	1.0%	2.1	1.5	4.0	-0.2	1213	i	19.3	-2.5	678	4.0%	1.48	-0.212	-0.142	-0.88
CC(=O)Nc1ccc2nc(C)n(Cc3ccc(Cl)cc3)c(=O)c2c1	i	7.6	-0.09	1141	-2.0%	2.7	2.1	6.5	-1.7	1125	i	61.6	1.4	687	-0.7%	1.92	-0.216	0.922	-0.051
NC(=O)c1ccc(N=Cc2ccc([N+](=O)[O-])s2)cc1	i	10.7	0.11	1029	-3.1%	2.1	1.1	7.0	-0.9	1016	i	46.0	1.4	607	4.8%	-4.05*	1.64*	-2.33*	-1.88*
CC(C)C(=O)NC(=S)Nc1ccc(S(=O)(=O)N(C)C)cc1	i	-3.5	0.03	1448	4.6%	3.7	1.5	9.5	0.0	914	i	49.4	-3.7	599	-3.6%	-0.22	-0.226	-0.0403	1.02
CN1/C(=C\C(=O)Nc2cccnc2)c2ccccc2CC1(C)C	i	4.4	/	/	2.5%	3.8	1.5	3.1	-1.6	1191	i	44.4	-12.2	713	10.7%	0.0391	-0.281	-0.662	1.91
CC(Oc1cccc(F)c1)c1ccnc2nc(/N=C/N(C)C)nn12 (stereo unspecified)	i	-3.2	-0.39	1131	-1.4%	1.6	2.0	7.2	1.0	1042	i	59.5	-15.8	713	-1.2%	-0.0712	-0.353	-0.0741	0.0105

Screens from PubChem.
